SENP8 block: SENP8 protease inhibitors, primary screen, biochemical, luminescence; purified SENP8, Z-RLRGG-aminoluciferin cleavage; AID 2540, 2010; inhibition, % at 10 µM; 330,000 tested, 1.2% active; Sentrin-specific protease 8 (Homo sapiens), Q96LD8
Target sequence (Q96LD8 whole entry, looked up): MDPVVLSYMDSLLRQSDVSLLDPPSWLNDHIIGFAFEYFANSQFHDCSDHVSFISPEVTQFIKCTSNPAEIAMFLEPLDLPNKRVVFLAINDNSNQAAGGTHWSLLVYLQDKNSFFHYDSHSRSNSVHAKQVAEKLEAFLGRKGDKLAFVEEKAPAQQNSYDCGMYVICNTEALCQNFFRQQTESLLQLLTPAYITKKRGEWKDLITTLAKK
Apaf-1 inh: inhibitors of human Apaf-1 apoptosome, primary screen, biochemical, DEVD-Rh110 fluorescence, uHTS; 330,000 tested, 0.71% active; inhibition, % at 20 µM; AID 489030, 2010; Apoptotic protease-activating factor 1 (Homo sapiens), O14727; reconstituted apoptosome caspase-3 activity; active = inhibition of at least 40% at 20 µM;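 note: plate controls were DMSO wells for no effect and DEVD-CHO caspase inhibitor wells for full effect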
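System: Apoptosome proteins | Medium: Hepes pH 7.5 with detergent and BSA | Also added: Cytochrome c trigger plus (Z-DEVD)2-Rh110 caspase-3 substrate | Incubation: 30 min compound preincubation, 50 min activation, room temperature | Detection: Rhodamine 110 fluorescence at Ex 480/Em 540 nm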
EBI2 block: EBI2 receptor antagonists, beta-arrestin recruitment, primary screen, cell-based, luminescence, 7a,25-OHC stimulation, uHTS | G-protein coupled receptor 183 (Homo sapiens), P32249 | 7a,25-OHC stimulated | inhibition, % at 5 µM | 360,000 tested, 0.81% active | AID 651636, 2012; in the data active = inhibition above about 38%;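 note: enzyme fragment complementation signal reports receptor beta-arrestin coupling in cells; 0% = agonist plus DMSO wells and 100% = wells without agonist; some results beyond the cut were filed as inactive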
Gli-Sufu block: Gli-Sufu pathway antagonists, primary screen, luciferase luminescence, Sufu-KO-LIGHT cells, uHTS; Sufu-KO-LIGHT fibroblasts, Gli luciferase reporter luminescence; inhibition, % at 5 µM; 340,000 tested, 0.74% active; AID 588413, 2011;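 active = inhibition above about 55%, limit read from the data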;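 note: 0% = DMSO-treated cells and 100% = wells with medium but no cells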
UBC13 polyUb: UBC13 polyubiquitin chain formation inhibitors, primary screen, biochemical, TR-FRET, uHTS | Ubiquitin-conjugating enzyme E2 N (Homo sapiens), P61088 | 330,000 tested, 0.47% active | AID 485273, 2010 | inhibition, % at 20 µM; in the data active = inhibition above about 45%, passing the limit was not always enough
Target sequence (P61088 whole entry, looked up): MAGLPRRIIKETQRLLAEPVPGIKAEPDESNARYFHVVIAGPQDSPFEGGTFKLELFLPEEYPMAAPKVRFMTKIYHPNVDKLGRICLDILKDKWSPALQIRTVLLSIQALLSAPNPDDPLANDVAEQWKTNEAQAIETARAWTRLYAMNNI
697 NFkB inh: inhibitors of PMA/ionomycin-induced NF-kB reporter, 697 cells, primary screen, B-cell NF-kB inhibitor project, cell-based, luminescence, uHTS; 330,000 tested, 0.33% active; AID 435022, 2010; inhibition, % at 4 µM; 697 B-cell NF-kB luciferase reporter, 16 h; in the data active = inhibition above about 35%
CCR6 antagonist: CCR6 receptor antagonists, primary screen, cell-based, CHO-K1, luminescence, beta-arrestin, uHTS; 340,000 tested, 0.49% active; inhibition, % at 20 µM; C-C chemokine receptor type 6 (Homo sapiens), P51684; AID 493098, 2011; CHO-K1 CCR6 PathHunter beta-arrestin, CCL20-stimulated;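 active = compounds whose inhibition of the agonist-driven luminescence signal at 20 µM reaches about 50%, limit read from the data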;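 note: cells stimulated with CCL20 at 14 nM final; plate controls were DMSO with CCL20 for no effect and DMSO without agonist for full effect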
Target sequence (P51684 whole entry, looked up): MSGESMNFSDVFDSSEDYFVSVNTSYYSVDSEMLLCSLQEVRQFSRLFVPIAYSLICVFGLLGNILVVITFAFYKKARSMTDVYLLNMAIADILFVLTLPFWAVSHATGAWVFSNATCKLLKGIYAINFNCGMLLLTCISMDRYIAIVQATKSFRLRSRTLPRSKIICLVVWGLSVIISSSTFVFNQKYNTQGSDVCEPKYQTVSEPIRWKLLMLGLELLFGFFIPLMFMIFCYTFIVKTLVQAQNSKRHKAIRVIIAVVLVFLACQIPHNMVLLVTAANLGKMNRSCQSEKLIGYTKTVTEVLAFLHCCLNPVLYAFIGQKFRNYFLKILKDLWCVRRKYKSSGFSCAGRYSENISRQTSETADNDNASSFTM
Jurkat NFkB inh: inhibitors of induced NF-kB luciferase reporter, primary screen, TCR NF-kB activation inhibitor project, cell-based, luminescence, uHTS; Jurkat, PMA/ionomycin-induced NF-kB luciferase reporter; inhibition, % at 4 µM; 330,000 tested, 0.53% active; AID 435003, 2010
* marks the source's active call; other numbers are inactive results. Cut-off read from the data, not from the text of the source, unless noted: active = inhibition above about 50%; inactive = the rest.

`CC1CCCCN1C(=O)C1COc2ccccc2O1` (stereo not drawn) gave SENP8 block -3, Apaf-1 inh 1, EBI2 block -5, Gli-Sufu block -2, UBC13 polyUb 7, 697 NFkB inh 17, CCR6 antagonist 20 and Jurkat NFkB inh 8.
`COC(=O)[C@]1(CC(C)C)N[C@H](c2ccc(-c3ccc(OC)cc3)cc2)[C@@H]2C(=O)N(C)C(=O)[C@@H]21` gave SENP8 block -6, Apaf-1 inh 17, EBI2 block 12, Gli-Sufu block -1, UBC13 polyUb 11, 697 NFkB inh 6, CCR6 antagonist 15 and Jurkat NFkB inh 14.
`CCCCn1c(N)c(N(CCC(C)C)C(=O)CC2OC(=O)c3ccccc32)c(=O)[nH]c1=O` (stereo not drawn) gave SENP8 block -1, Apaf-1 inh 6, EBI2 block -5, Gli-Sufu block 5, UBC13 polyUb -4, 697 NFkB inh 8, CCR6 antagonist 12 and Jurkat NFkB inh -13.
`C=C(c1ccccc1C)[n+]1ccccc1` gave SENP8 block -14, Apaf-1 inh -3, EBI2 block -3, Gli-Sufu block 12, UBC13 polyUb 0, 697 NFkB inh -18, CCR6 antagonist 3 and Jurkat NFkB inh -3.
For Cc1ccc(Cn2ccc(NC(=O)CCSc3nc(-c4ccco4)cc(C(F)(F)F)n3)n2)cc1 the results were SENP8 block -7, Apaf-1 inh 20, EBI2 block 17, Gli-Sufu block -4, UBC13 polyUb -7, 697 NFkB inh 8, CCR6 antagonist 8 and Jurkat NFkB inh 14.
`O=C(C1CC1)N1N=C(c2ccc(Br)cc2)CC1(O)C(F)(F)F` (stereo not drawn) gave SENP8 block 9, Apaf-1 inh 11, EBI2 block 2, Gli-Sufu block 3, UBC13 polyUb 4, 697 NFkB inh 18, CCR6 antagonist 2 and Jurkat NFkB inh 19.
For Cc1cnc(C(=O)N2CCCC(N3CCN(c4ccccc4F)CC3)C2)cn1 (stereo not drawn) the results were SENP8 block -4, Apaf-1 inh 2, EBI2 block -9, Gli-Sufu block -2, UBC13 polyUb -4, 697 NFkB inh -16, CCR6 antagonist 13 and Jurkat NFkB inh 2.
COc1ccc(OC)c(S(=O)(=O)N2CCCc3ccccc32)c1 was read as SENP8 block 2, Apaf-1 inh 15, EBI2 block 3, Gli-Sufu block 9, UBC13 polyUb 1, 697 NFkB inh 20, CCR6 antagonist 7 and Jurkat NFkB inh -1.
`O=C(CSc1nncs1)N1c2ccccc2Sc2ccccc21` gave SENP8 block -6, Apaf-1 inh -16, EBI2 block 2, Gli-Sufu block 2, UBC13 polyUb 4, 697 NFkB inh -5, CCR6 antagonist -15 and Jurkat NFkB inh -6.
`COc1ccc(NS(=O)(=O)c2cc(NC(=O)c3ccc(=O)[nH]c3)ccc2N2CCCC2)cc1` gave SENP8 block -8, Apaf-1 inh 19, EBI2 block -3, Gli-Sufu block -4, UBC13 polyUb 0, 697 NFkB inh -46, CCR6 antagonist 4 and Jurkat NFkB inh 63*.
`CC(C)(C#CCN1CCCCC1)OCCOC(c1ccccc1)c1ccccc1` gave SENP8 block -2, Apaf-1 inh 17, EBI2 block 23, Gli-Sufu block 21, UBC13 polyUb 16, 697 NFkB inh -3, CCR6 antagonist 33 and Jurkat NFkB inh 3.
`O=[N+]([O-])c1cccc(/C=N/Nc2nc(N3CCOCC3)nc(N3CCOCC3)n2)c1` gave SENP8 block 3, Apaf-1 inh 2, EBI2 block 1, Gli-Sufu block 2, UBC13 polyUb 4, 697 NFkB inh 12, CCR6 antagonist 13 and Jurkat NFkB inh 3.
For OCCNCCCCOc1ccc(OCc2ccccc2)cc1 the results were SENP8 block -2, Apaf-1 inh -7, EBI2 block -17, Gli-Sufu block -16, UBC13 polyUb 10, 697 NFkB inh -92, CCR6 antagonist 19 and Jurkat NFkB inh -78.
`O=C(Cn1cc2c(n1)CCCC2)N1CCCc2ccccc21` gave SENP8 block 11, Apaf-1 inh -9, EBI2 block -5, Gli-Sufu block -3, UBC13 polyUb 5, 697 NFkB inh 2, CCR6 antagonist 12 and Jurkat NFkB inh 1.
O=C(NC1CCCC1)c1ccc(CS(=O)(=O)c2ccc(Br)cc2)o1 was read as SENP8 block -1, Apaf-1 inh 2, EBI2 block 1, Gli-Sufu block 3, UBC13 polyUb -2, 697 NFkB inh 1, CCR6 antagonist 4 and Jurkat NFkB inh 12.
Screening CC(C)CN(CC(C)C)C(=O)COc1ccccc1C(N)=O returned SENP8 block 1, Apaf-1 inh -7, EBI2 block -1, Gli-Sufu block 3, UBC13 polyUb 2, 697 NFkB inh 11, CCR6 antagonist 3 and Jurkat NFkB inh -1.
CCOc1ccc(S(=O)(=O)N2CCC(C(=O)OC(C)C(=O)N3CCOCC3)CC2)cc1 (stereo not drawn) was read as SENP8 block -2, Apaf-1 inh 5, EBI2 block -3, Gli-Sufu block -9, UBC13 polyUb 1, 697 NFkB inh 2, CCR6 antagonist -4 and Jurkat NFkB inh 8.
OCCCNC(=S)Nc1ccc(Br)cc1Cl was read as SENP8 block -15, Apaf-1 inh 4, EBI2 block 0, Gli-Sufu block -28, UBC13 polyUb 0, 697 NFkB inh 0, CCR6 antagonist 5 and Jurkat NFkB inh 14.
N/C(=N\OC(=O)c1cnn(-c2ccccc2)c1C(F)(F)F)c1cc(C(F)(F)F)cc(C(F)(F)F)c1 was read as SENP8 block -14, Apaf-1 inh -23, EBI2 block -1, Gli-Sufu block 2, UBC13 polyUb -15, 697 NFkB inh -17, CCR6 antagonist -19 and Jurkat NFkB inh -13.
For CC(C)CCNC(=O)C1C2C=CC3(CN(Cc4ccccc4Cl)C(=O)C13)O2 (stereo not drawn) the results were SENP8 block 3, Apaf-1 inh 1, EBI2 block 1, Gli-Sufu block -2, UBC13 polyUb 0, 697 NFkB inh 6, CCR6 antagonist 8 and Jurkat NFkB inh -4.

Of the compounds above, these have an NH in an aromatic ring:
`CCCCn1c(N)c(N(CCC(C)C)C(=O)CC2OC(=O)c3ccccc32)c(=O)[nH]c1=O` (stereo not drawn) gave SENP8 block -1, Apaf-1 inh 6, EBI2 block -5, Gli-Sufu block 5, UBC13 polyUb -4, 697 NFkB inh 8, CCR6 antagonist 12 and Jurkat NFkB inh -13.
`COc1ccc(NS(=O)(=O)c2cc(NC(=O)c3ccc(=O)[nH]c3)ccc2N2CCCC2)cc1` gave SENP8 block -8, Apaf-1 inh 19, EBI2 block -3, Gli-Sufu block -4, UBC13 polyUb 0, 697 NFkB inh -46, CCR6 antagonist 4 and Jurkat NFkB inh 63*.

The list goes on:
Screening COC(CN1C(=O)C(=O)/C(=C(/O)c2ccccc2)C1c1ccccn1)OC (stereo not drawn) returned SENP8 block 3, Apaf-1 inh -8, EBI2 block 8, Gli-Sufu block -2, UBC13 polyUb -4, 697 NFkB inh -4, CCR6 antagonist 0 and Jurkat NFkB inh 1.
Screening CC(=O)N1CCOc2ccc(S(=O)(=O)N3CCC(C(=O)Nc4ccc(F)cc4)CC3)cc21 returned SENP8 block -11, Apaf-1 inh 8, EBI2 block -7, Gli-Sufu block -1, UBC13 polyUb -8, 697 NFkB inh -2, CCR6 antagonist -4 and Jurkat NFkB inh 19.
`CCCCn1c(SCC(=O)c2ccc(O)c(O)c2)nc2ccsc2c1=O` gave SENP8 block -5, Apaf-1 inh 12, EBI2 block 7, Gli-Sufu block 10, UBC13 polyUb -7, 697 NFkB inh -37, CCR6 antagonist 16 and Jurkat NFkB inh 4.
`COc1ccc(CCNC(=O)CCn2c(SCC(=O)N3CCCC3)nc3ccccc3c2=O)cc1OC` gave SENP8 block -1, Apaf-1 inh -17, EBI2 block 0, Gli-Sufu block -4, UBC13 polyUb -3, 697 NFkB inh 19, CCR6 antagonist 8 and Jurkat NFkB inh 11.
`Cc1ccc(NC(=O)CS(=O)(=O)c2c[nH]c3ccccc23)c(C)c1` gave SENP8 block -3, Apaf-1 inh 4, EBI2 block 4, Gli-Sufu block -2, UBC13 polyUb -3, 697 NFkB inh -15, CCR6 antagonist -14 and Jurkat NFkB inh -4.
`CC(NC(=O)COc1ccc(Br)cc1)C(=O)O` (stereo not drawn) gave SENP8 block -3, Apaf-1 inh -7, EBI2 block -4, Gli-Sufu block -4, UBC13 polyUb 3, 697 NFkB inh 0, CCR6 antagonist 8 and Jurkat NFkB inh 6.
Screening COc1ccc(NC(=O)C(C)N2C(=O)c3ccccc3C2=O)cc1S(=O)(=O)N1CCOCC1 (stereo not drawn) returned SENP8 block 5, Apaf-1 inh -1, EBI2 block -7, Gli-Sufu block -3, UBC13 polyUb -2, 697 NFkB inh 8, CCR6 antagonist 0 and Jurkat NFkB inh 14.
Cc1occc1-c1nnc(SCC(=O)N2CCCCC2)n1C was read as SENP8 block 1, Apaf-1 inh -3, EBI2 block 3, Gli-Sufu block 0, UBC13 polyUb -6, 697 NFkB inh -6, CCR6 antagonist 8 and Jurkat NFkB inh -15.
`COc1cccc(CNC(=O)c2cc(C)nc3ccccc23)c1` gave SENP8 block 4, Apaf-1 inh -2, EBI2 block -8, Gli-Sufu block 7, UBC13 polyUb 7, 697 NFkB inh 10, CCR6 antagonist 5 and Jurkat NFkB inh 12.
Nc1nc(F)nc2c1ncn2[C@@H]1O[C@H](CO)[C@@H](O)[C@@H]1O was read as SENP8 block 3, Apaf-1 inh -8, EBI2 block 1, Gli-Sufu block -4, UBC13 polyUb 4, 697 NFkB inh 4, CCR6 antagonist -5 and Jurkat NFkB inh 8.
For C/C(=C\c1ccccc1)CN1CCN(C(C)C)C(CCO)C1 (stereo not drawn) the results were SENP8 block 2, Apaf-1 inh -15, EBI2 block 0, Gli-Sufu block 5, UBC13 polyUb 0, 697 NFkB inh -9, CCR6 antagonist 14 and Jurkat NFkB inh -3.
`Cc1nc2ccccn2c1C(=O)NNC(=O)Nc1cccc(C(F)(F)F)c1` gave SENP8 block -10, Apaf-1 inh -6, EBI2 block 5, Gli-Sufu block 9, UBC13 polyUb 1, 697 NFkB inh 0, CCR6 antagonist -4 and Jurkat NFkB inh -5.
Screening Cc1ccc(NC(=O)CNC(=O)c2ccccc2F)cc1Cl returned SENP8 block -16, Apaf-1 inh 1, EBI2 block -8, Gli-Sufu block -36, UBC13 polyUb -7, 697 NFkB inh -25, CCR6 antagonist -4 and Jurkat NFkB inh -53.
Screening Cc1nn(-c2ccc(Cl)nn2)c(=O)c2ccccc12 returned SENP8 block -8, Apaf-1 inh -23, EBI2 block -17, UBC13 polyUb -11, 697 NFkB inh -10, CCR6 antagonist -2 and Jurkat NFkB inh -10.
CN1CCN(CC(=O)Nc2ccccc2[N+](=O)[O-])CC1 was read as SENP8 block -5, Apaf-1 inh -3, EBI2 block -1, Gli-Sufu block 0, UBC13 polyUb -10, 697 NFkB inh -8, CCR6 antagonist 3 and Jurkat NFkB inh -5.
Clc1nc(NCCN2CCOCC2)nc(NCc2ccccc2)n1 was read as SENP8 block 3, Apaf-1 inh -14, EBI2 block -17, Gli-Sufu block -3, UBC13 polyUb 14, 697 NFkB inh 1, CCR6 antagonist -3 and Jurkat NFkB inh 8.
`O=C(Nc1ccc2c(c1)OCCO2)C1CCCN(c2ncccn2)C1` (stereo not drawn) gave SENP8 block -4, Apaf-1 inh -14, EBI2 block -9, Gli-Sufu block -138, UBC13 polyUb 8, 697 NFkB inh -13, CCR6 antagonist 4 and Jurkat NFkB inh -181.
Screening COc1cc(OC)cc(-c2nnc(NC(=O)Cc3ccc(F)cc3)o2)c1 returned SENP8 block -13, Apaf-1 inh -5, EBI2 block -6, Gli-Sufu block -4, UBC13 polyUb 4, 697 NFkB inh 5, CCR6 antagonist 0 and Jurkat NFkB inh -4.

The list is partial (hit frequency here may not be typical).
